High-throughput results deposited in PubChem BioAssay by National Center for Advancing Translational Sciences (NCATS).
Abeta yeast res: qHTS for compounds that reverse cellular toxicity of Amyloid beta (A-beta) peptide in yeast: Primary Screen. 410,000 compounds, 0.063% hits. Potency, µM (series often up to 46.1 µM), without a hit: at the top dose growth rescue, usual class: activators. AID 1347071, 2019. yeast expressing A-beta42, growth rescue, OD600, 48 h; response scale: 0% DMSO, 100% iron-clioquinol control; further: potency means the concentration at half of the fitted maximal effect; nearly all actives have a fitted effect of over 55% in size
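Growth rescue measured by 600 nm absorbance after 48 h yeast culture at 30 C with compound. Values normalized between DMSO and an equimolar ferric chloride plus clioquinol control.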
EPAC1 ag: qHTS for Agonist of cAMP-regulated guanine nucleotide exchange factor 3 (EPAC1): primary screen; 360,000 compounds, 0.073% hits; Rap guanine nucleotide exchange factor 3 (Homo sapiens), O95398; EPAC1 agonist qHTS, biochemical assay; response scale: 100% = response to 6.5 mM cAMP; AID 720707, 2013; Potency, µM (series often up to 154 µM), for the others: top-dose activation, most hits filed as activators; further: potency means the concentration at half of the fitted maximal effect; nearly all actives have a fitted effect of over 60% in size
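Nucleotide exchange by EPAC1 (100 nM) on Rap1B–BODIPY-GDP (250 nM) in the presence of 50 uM GDP is tracked fluorescently at 480/540 nm over 30 min. Signals are normalized to a 6.5 mM cAMP control.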
IL-2 act: qHTS of IL-2 Activators. 360,000 compounds, 0.065% hits. IL-2 activation reporter assay, cell-based qHTS; stimulated with anti-CD3/CD4/CD28 beads; in transgenic mouse T cells. activation, % (series mostly up to about 46 µM); in the data active means activation above about 50%; inconclusive means mostly about 30% to 49%; further: 0% is about no effect
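Screening format: compound pinned onto unstimulated transgenic mouse T cells, 60 min incubation, then anti-CD3/anti-CD4/anti-CD28 bead stimulation for 18 hours at 37 degrees C, followed by EGFP and DsRed detection.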
PLK1 PBD inh: qHTS for Inhibitors of PLK1-PDB (polo-like kinase 1 - polo-box domain): Primary Screen. Serine/threonine-protein kinase PLK1 (Homo sapiens), P53350. Plk1 PBD binding of FITC phosphopeptide, fluorescence polarization. Potency, µM, for the others: max response, negative = inhibition, most hits filed as inhibitors. 360,000 compounds, 2.8% hits. AID 720504, 2013; further: potency means the concentration at half of the fitted maximal effect; series mostly up to about 57 µM; on the % scale 0 is the no-effect control and ±100 the full control effect; nearly all actives have a fitted effect of over 65% in size
FUS yeast rescue: qHTS for Suppressors of FUS Proteinopathy: Primary screen using FUS-linked yeast assay; S. cerevisiae FUS-expressing, growth rescue, OD600, 24 h; Potency, µM (highest dose often 76.6 µM), for inactives: at the highest dose growth rescue (activation), usual class: activators; 390,000 compounds, 0.24% hits;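 further: potency means the concentration at half of the fitted maximal effect; plate controls were DMSO vehicle for no effect and reference control for full effect; nearly all actives have a fitted effect of over 55% in size; some results filed as inactive show a strong effect at the top dose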
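Toxicity suppression screen in FUS-yeast. Cells induced with 2% galactose, starting OD 0.005, treated 24hr at 30C with compounds at multiple final concentrations; growth by OD600.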
PI5P4Ka inh: qHTS for Inhibitors of phosphatidylinositol 5-phosphate 4-kinase (PI5P4K); PI5P4Kalpha enzyme, ADP-Glo luminescence, 60 min; hits give low values; max response, %; 330,000 compounds, 1.2% hits; active means max response of -50% or lower; inconclusive means between -30% and -50%; inactive means -30% or higher; further: value at the top dose of about 77 µM; on the % scale 0 is the no-effect control and ±100 the full control effect
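Enzyme plus substrate dispensed, test compounds pinned in, then ATP (5 microM final) added. After 60 min at RT, ADP-Glo reagent 1 for 45 min and reagent 2 for 30 min preceded luminescence imaging.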
WRN inhibitor: qHTS for Inhibitors of WRN Helicase. AID 651768, 2012. Potency, µM (top dose mostly 114 µM), for inactives: at the top dose activity change, negative = inhibition, usual class: inhibitors. WRN helicase unwinding, fluorescent forked duplex, kinetic. 360,000 compounds, 0.46% hits; further: potency means the concentration at half of the fitted maximal effect; on the % scale 0 is the no-effect control and ±100 the full control effect; nearly all actives have a fitted effect of over 55% in size
Target sequence (Q14191 whole entry, looked up): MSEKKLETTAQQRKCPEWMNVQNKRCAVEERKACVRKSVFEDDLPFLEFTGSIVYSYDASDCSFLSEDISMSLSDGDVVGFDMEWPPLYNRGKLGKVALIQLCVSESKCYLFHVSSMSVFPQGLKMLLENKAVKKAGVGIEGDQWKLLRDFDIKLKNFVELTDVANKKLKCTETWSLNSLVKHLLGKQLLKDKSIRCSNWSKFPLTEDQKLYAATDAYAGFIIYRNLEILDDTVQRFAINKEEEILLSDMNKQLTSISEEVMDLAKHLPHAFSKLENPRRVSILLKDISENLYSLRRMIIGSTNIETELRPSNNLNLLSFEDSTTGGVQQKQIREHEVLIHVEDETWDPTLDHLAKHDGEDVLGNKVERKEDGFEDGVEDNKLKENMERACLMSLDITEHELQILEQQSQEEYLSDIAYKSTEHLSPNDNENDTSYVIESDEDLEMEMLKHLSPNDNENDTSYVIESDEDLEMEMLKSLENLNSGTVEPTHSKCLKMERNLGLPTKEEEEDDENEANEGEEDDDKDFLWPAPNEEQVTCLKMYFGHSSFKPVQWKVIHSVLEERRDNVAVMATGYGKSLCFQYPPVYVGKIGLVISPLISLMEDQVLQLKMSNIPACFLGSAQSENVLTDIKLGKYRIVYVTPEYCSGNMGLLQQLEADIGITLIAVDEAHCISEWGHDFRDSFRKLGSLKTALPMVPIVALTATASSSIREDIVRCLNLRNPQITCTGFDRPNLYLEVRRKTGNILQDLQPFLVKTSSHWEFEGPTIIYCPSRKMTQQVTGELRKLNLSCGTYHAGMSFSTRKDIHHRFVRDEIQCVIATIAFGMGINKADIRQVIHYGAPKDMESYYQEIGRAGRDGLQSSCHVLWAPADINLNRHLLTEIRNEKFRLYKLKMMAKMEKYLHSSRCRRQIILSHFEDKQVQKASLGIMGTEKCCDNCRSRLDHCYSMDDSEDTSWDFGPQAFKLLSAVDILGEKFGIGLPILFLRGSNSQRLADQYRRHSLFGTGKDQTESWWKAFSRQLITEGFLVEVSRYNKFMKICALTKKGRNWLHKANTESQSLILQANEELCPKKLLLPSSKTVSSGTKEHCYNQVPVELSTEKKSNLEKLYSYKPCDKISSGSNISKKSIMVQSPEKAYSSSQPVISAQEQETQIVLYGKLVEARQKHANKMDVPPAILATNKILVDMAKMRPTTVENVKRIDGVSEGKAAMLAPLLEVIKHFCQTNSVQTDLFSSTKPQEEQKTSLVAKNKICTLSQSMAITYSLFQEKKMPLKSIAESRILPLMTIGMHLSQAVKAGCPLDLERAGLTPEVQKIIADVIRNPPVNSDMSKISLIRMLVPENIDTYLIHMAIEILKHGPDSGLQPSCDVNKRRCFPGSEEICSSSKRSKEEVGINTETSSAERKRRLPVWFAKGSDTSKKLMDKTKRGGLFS
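Enzyme (20 nM final) and test compound sit together 15 min at room temperature before substrate addition. Substrate is a single-forked duplex oligonucleotide (100 nM) labelled with fluorophore and quencher, with 2 mM ATP; helicase unwinding raises red fluorescence, read kinetically.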
EPAC1 antag: qHTS for Antagonist of cAMP-regulated guanine nucleotide exchange factor 3 (EPAC1): primary screen | 360,000 compounds, 0.14% hits | Potency, µM (titrated, usually from 115 µM), for inactives: at the highest dose activity change, negative = inhibition, actives largely listed as inhibitors | Rap guanine nucleotide exchange factor 3 (Homo sapiens), O95398 | EPAC1 GEF assay, Rap1b-BODIPY-GDP exchange fluorescence;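 further: potency means the concentration at half of the fitted maximal effect; plate controls were vehicle for no effect and positive control for full effect; nearly all actives have a fitted effect of over 50% in size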
The depositor's hits bear a star; u = inconclusive; x = no result given; [ ] = dose if it differs, or a comment. Unless noted, the call rests on the fitted dose curve; in most records, active means well fitted curve in the direction sought with a large enough effect; inconclusive means small, poorly fitted or top-dose-only effect, or another doubt; inactive means no such curve, though single readings can be large; an effect the other way counts as inactive or inconclusive. Random draw from the library; about 4.1% have a hit in one of these screens.

SMILES	Abeta yeast res	EPAC1 ag	IL-2 act	PLK1 PBD inh	FUS yeast rescue	PI5P4Ka inh	WRN inhibitor	EPAC1 antag
CCCn1c(C2CCCN2c2nc(-c3cccc(Br)c3)cs2)nc2ccccc21 (stereo unspecified)	15%	-1%	-0.5	-4%	u	24	-4%	-11%
CN(C(=O)COC(=O)c1ccc(CN2CCCC2=O)cc1)c1ccccc1	0%	0%	0.2	2%	-7%	2	4%	-1%
CC1CCCCC1NC(=O)CN1C(=O)COc2ccccc21 (stereo unspecified)	6%	0%	3.1	-11%	11%	6	3%	6%
COc1ccc(OC)c([N+](=O)[O-])c1C(N)=O	16%	13%	0.5	u	-11%	-65*	u	0%
CC12CC(NC(=O)N1c1cccc(C(=O)NCc3ccc4c(c3)OCO4)c1)c1cc(Cl)ccc1O2 (stereo unspecified)	-4%	14%	-3.6	-2%	-1%	-4	-10%	-18%
CN(Cc1c(C(=O)N/N=C/c2ccc(O)cc2)nnn1-c1nonc1N)c1ccccc1	1%	2%	-1.5	-1%	23%	0	-19%	-1%
COc1ccc(Cc2nc3ccc(C(=O)N4CCC(C(N)=O)CC4)cc3o2)cc1	-1%	2%	-1.3	0%	-18%	1	3%	13%
CC(C)(c1ccc(O)c([N+](=O)[O-])c1)c1ccc(O)c([N+](=O)[O-])c1	3%	-8%	0.1	-5%	5%	-25	-7%	1%
CN(Cc1ccccc1)C(=O)c1ncn2c1c(=O)[nH]c1cccnc12	3%	-5%	-0.3	1%	-3%	6	-2%	3%
Cc1ccc(C=C2C=C(c3ccccc3)OC2=O)cc1	9%	-2%	-2.4	-8%	3%	1	2%	6%
COc1ccccc1/C=N/NC(=O)C(=O)Nc1ccccc1OC(F)(F)C(F)F	7%	-17%	-4.7	3%	x	2	4%	3%
COc1ccc(-c2nc(CSCC(=O)N3CCC(C(N)=O)CC3)c(C)o2)cc1OC	5%	2%	-0.8	-15%	-14%	-2	-2%	-8%
C=CC[C@H](CC(=O)N(CCO)Cc1ccccc1)C(=O)NCCOC(=O)[C@@H](CC=C)CC(=O)OC(C)(C)C	-6%	-27%	-0.5	-6%	35%	5	-4%	-6%
Cc1ccc2nsnc2c1NC(=S)NC(=O)c1ccco1	21%	10%	-2.3	u	0%	-8	-8%	-7%
CCCCOCCCNC(=O)c1ccccc1OCC	1%	-1%	-2.0	-2%	-8%	x	-2%[57.1 µM]	6%
O=C(Nc1ccc(C(F)(F)F)cc1)C1CCCN1S(=O)(=O)c1cccc2cccnc12 (stereo unspecified)	-14%	20%	-0.8	-11%	48%	x	-18%	-20%
CCC1(C)Cc2ccccc2-c2nc3n(c(=O)c21)CCCCC3 (stereo unspecified)	-23%	13%	-2.3	-8%	39%	x	4%	-14%
CCCCCCC[C@@H](C/C=C/CCC(=O)O)OC	3%	-21%	0.0	-6%	13%	-2	-4%	3%
COc1ccc(CN2CC34C=CC(O3)C(C(=O)O)C4C2=O)cc1 (stereo unspecified)	3%	0%	-2.9	-3%	-21%	4	1%	-7%
Cn1c(=O)n(-c2ccc(Cl)cc2)c(=O)c2c3c(sc21)COC(C)(C)C3	-9%	9%	-3.0	-7%	-5%	-3	17%	1%
Cc1c(C2(c3c(C)n(C)n(-c4ccccc4)c3=O)C(=O)Nc3ccc(F)cc32)c(=O)n(-c2ccccc2)n1C	6%	7%	-0.8	-13%	3%	4	3%	3%
FC(F)(F)c1cc(Nc2ccccc2)nc(-c2ccccn2)n1	u	-2%	0.8	0%	-1%	5	-6%	1%
O=C1CS/C(=N/N=C/c2ccco2)N1Cc1ccc(F)cc1	2%	2%	0.3	-17%	15%	-28	4%	3%
Cc1ccc(/C=N/NS(=O)(=O)c2ccccc2)o1	-16%	0%	-2.3	-9%	x	-4	10%	5%
CCOc1ccc(CCNC(=O)CCc2nc(-c3ccc(C)cc3)no2)cc1OCC	4%	1%	-0.2	1%	-13%	7	-2%	3%

Quoted from the listing.
Under EPAC1 antag, CCCCCCC[C@@H](C/C=C/CCC(=O)O)OC has 3%
Under IL-2 act, Cc1ccc(C=C2C=C(c3ccccc3)OC2=O)cc1 has -2.4
Under Abeta yeast res, Cc1ccc2nsnc2c1NC(=S)NC(=O)c1ccco1 has 21%

(list continues)
SMILES	Abeta yeast res	EPAC1 ag	IL-2 act	PLK1 PBD inh	FUS yeast rescue	PI5P4Ka inh	WRN inhibitor	EPAC1 antag
CSC(=N/N=C(\N)c1cnccn1)SC	17%	4%	0.3	-7%	x	-4	-12%	3%
CSc1nccc(NC(=O)c2cccc(Br)c2)n1	14%	14%	-0.3	-11%	-3%	1	-2%	-18%
CC(C)CCn1c(O)c(N=NC(=O)Cn2ccc(C(F)(F)F)n2)c2ccccc21	10%	-2%	-5.0	24µM*	11%	-16	-6%	-26%
COc1cc(O)oc1C=Nc1ccccc1	-2%	9%	0.8	-1%	17%	-1	-6%	-13%
CCn1nnnc1NC(=O)c1ccc2ccccc2c1	-9%	4%	-0.4	-5%	-8%	4	-9%	-17%
CC(C)c1ccc(-c2nnn(CCC(=O)O)n2)cc1	5%	-2%	-0.2	-7%	x	13	2%	-5%
Clc1cccc(NCc2nnc(SCc3ccccc3Cl)o2)c1	3%	6%	-3.6	u	x	22	-15%	-1%
c1ccc(COc2ncnc3c2ncn3CCCNC2CCN(Cc3ccccc3)CC2)cc1	0%	-6%	-3.0	2%	-23%	1	-1%	9%
CCN(CC)S(=O)(=O)c1ccc(Cc2ncc(C(F)(F)F)cc2Cl)s1	1%	4%	-2.7	-11%	u	-7	0%	-17%
O=C(CCc1nc2ccccc2c(=O)[nH]1)N1CCN(c2ccc(F)cc2)CC1	3%	-1%	-0.7	-11%	5%	0	-5%	2%
CS(=O)(=O)N1CCC(C(=O)N2CCC(Cc3ccccc3)CC2)CC1	15%	-3%	-1.1	3%	2%	x	3%	2%
COc1cc(/C=C2/SC(=O)N(Cc3ccccc3)C2=O)ccc1OCc1ccncc1	2%	1%	0.4	-7%	-6%	10	2%	-4%
Nc1[nH]ncc1N=Nc1ccc(Cl)cc1	-39%[inhibitor]	7%	-1.5	-7%	38%	-2	1%	-2%
CCC(=O)c1ccc(N2CCN(S(=O)(=O)c3ccccc3)CC2)c(F)c1	3%	-6%	-0.8	-4%	4%	-5	-3%	8%
N#C/C(=C/c1cn(-c2ccccc2)nc1-c1cccc(OCc2ccccc2)c1)C(=O)NCCCn1ccnc1	-41%[inhibitor]	7%	-4.2	-1%	x	26	-9%	1%
CCN(CC)C(=O)C(=O)Nc1ccc(OCc2ccccc2)cc1	2%	0%	-1.0	-2%	11%	1	-17%	-16%
COc1ccc(N2CCN(C(=O)c3cn(CC4CCCCC4)nn3)CC2)cc1	11%	2%	-4.3	-22%	10%	-3	-4%	-26%
CCc1nc(N2CCN(C(=O)CCCl)CC2)c2c3c(sc2n1)CCCC3	11%	14%	-1.5	-6%	20%	1	6%	-7%
C=CCN1C(=O)C(Cc2ccc(SC(F)F)cc2)SC1=Nc1ccc(C(=O)O)cc1 (stereo unspecified)	-2%	-10%	-4.9	-12%	-22%	1	-6%	4%
COc1ccc(C(=O)Nc2ccc(C(F)(F)F)n(C)c2=O)cc1	-12%	-6%	0.8	-6%	u	-5	4%	3%
CCOc1ccc(CCN2C(=S)N([C@@H](Cc3ccc(O)cc3)CN3CCC[C@@H]3CN3C(=S)NC[C@@H]3Cc3ccccc3)C[C@@H]2CC(C)C)cc1	-4%	-14%	-0.2	-6%	u	14	-11%	-26%
Cc1nc2cc(NC(=O)NC(C)(C)C)ccc2n1C	-4%	-3%	2.0	1%	-20%	7	-1%	-8%
CC(/C=N/NC(=O)c1nnn(-c2nonc2N)c1CN1CCCCC1)c1ccccc1 (stereo unspecified)	-11%	-18%	0.0	-27%	-6%	0	-5%	-17%
CN(C)S(=O)(=O)c1ccc(C(=O)NCc2nnc(SCC(=O)Nc3ccc(F)cc3)n2-c2ccc(F)cc2)cc1	11%	-9%	-0.4	8%	30%	-5	-17%[57.1 µM]	23%
O=C(Cn1cnc2c(OCc3ccccc3)ncnc21)NCc1ccc2[nH]ccc2c1	-1%	4%	-0.6	-2%	19%	-2	2%	u

Part of the list above with just PLK1 PBD inh:
mol,PLK1 PBD inh
CCc1nc(N2CCN(C(=O)CCCl)CC2)c2c3c(sc2n1)CCCC3,-6%
CCCn1c(C2CCCN2c2nc(-c3cccc(Br)c3)cs2)nc2ccccc21 (stereo unspecified),-4%

Remaining list, next part.
SMILES	Abeta yeast res	EPAC1 ag	IL-2 act	PLK1 PBD inh	FUS yeast rescue	PI5P4Ka inh	WRN inhibitor	EPAC1 antag
COc1cc(/C=N/NC(=O)Cc2ccccc2)cc(OC)c1OC	5%	8%	-0.9	7%	-13%	1	-11%	-1%
Cc1ccc2nc(-c3ccccn3)cc(C(=O)Nc3ccc4c(c3)OCO4)c2c1	-6%	5%	-1.3	-1%	2%	0	6%	7%
COc1ccc(C(CC(=O)O)N2C(=O)CCC2=O)cc1 (stereo unspecified)	-2%	0%	2.0	-4%	0%	-12	19%	21%
COc1ccc(C)cc1NC(=O)CCC(=O)Nc1nnc(C(F)(F)F)s1	8%	6%	-2.9	1%	13%	x	-1%	-6%
CCOC(=O)CNC(=O)C1(/C=C/c2ccccc2)CC(=O)N1c1ccc(OC)cc1 (stereo unspecified)	-6%	-1%	0.4	-10%	18%	2	6%	-14%
Cn1cc(CNC(=O)c2cc(-c3ccc(Br)cc3)nc3ccccc23)cn1	-19%	-5%	-2.9	-4%	14%	0	2%	7%
COc1cc(CN2CCCC(C(=O)N3CCc4ccccc4C3)C2)cc(OC)c1OC (stereo unspecified)	-7%	13%	0.4	-3%	10%	1	-5%	5%
O=C(NC1CCCCC1)C(c1ccccn1)N(C(=O)c1csnn1)C1CCCCC1 (stereo unspecified)	-1%	-2%	5.6	u	11%	2	-9%	-6%
O=C(NCCc1cccs1)Nc1nnc([C@H]2C[C@H](O)[C@@H](CO)O2)s1	-16%	-8%	1.0	0%	-1%	u	-11%	16%
NC(=S)N=Nc1ccc(O)cc1	-43%[inhibitor]	-33%[inhibitor]	0.7	27µM*	x	-11	-36%	-18%
